Compound activity as filed in PubChem BioAssay.
aGal spleen mod = alpha-galactosidase A (human) modulation | human spleen homogenate, 4MU-alpha-Gal fluorescence, 40 min | hit rate 0.008% among 240,000 | P06280 | Potency, µM (titrated, usually from 80 µM), for the others: at the highest dose activity change, negative = inhibition, usual class: inhibitors | AID 2107;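 note: 0% = enzyme with vehicle and -100% = no enzyme basal signal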
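Human spleen homogenate (1 ug) was the enzyme source, with 4-methylumbelliferyl-alpha-D-galactopyranoside (1 mM final) in pH 5.0 citrate buffer with 0.01% Tween-20. Compounds were titrated; after 40 min at 37C, NaOH/glycine stop, 4-MU fluorescence read; AC50 from Hill fits.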
GAA spleen mod = inhibitors or activators of human alpha-glucosidase in spleen homogenate; human spleen homogenate, 4-MU-alpha-glucoside fluorescence; Potency, µM (top dose mostly 79.9 µM), inactives show top-dose activity change, negative = inhibition, usual class: inhibitors; hit rate 0.006% among 240,000;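 note: 0% = enzyme with vehicle and -100% = no enzyme basal signal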
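Enzyme source: human spleen homogenate, 1 ug/well. Buffer 50 mM citric acid/K phosphate pH 5.0, 0.01% Tween-20. 4-MU-alpha-glucoside 1 mM; 37 C x 40 min; NaOH/glycine stop; fluorescence.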
GAA inhib = alpha-glucosidase (human) inhibition; P10253; purified human GAA, 4-MU-alpha-glucoside fluorescence; Potency, µM (doses to about 76.9 µM), without a hit: at the top dose activity change, negative = inhibition, most hits filed as inhibitors; hit rate 0.005% among 200,000;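 note: plate controls were uninhibited enzyme wells for no effect and no-enzyme background for full effect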
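Human alpha-glucosidase, 4 nM, pre-mixed with test compounds before 400 uM 4-methylumbelliferyl substrate; 20 min room temperature at pH 5.0. Fluorescence read after pH 10 stop; AC50 values from Hill-equation fits.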
NPSR antag = antagonists of human neuropeptide S receptor cAMP signaling; Q6W5P4; Potency, µM (top dose mostly 38.3 µM), inactives show at the top dose activity change, negative = inhibition, hits mostly inhibitors; CHO-NPSR cells, cAMP TR-FRET, antagonist mode; hit rate 1% among 220,000; note: % is set by controls: 0 for no effect and ±100 for the full control effect; nearly all actives have a fitted effect of over 50% in size; many of its hits are not listed in these tables
Target sequence (Q6W5P4 whole entry, looked up): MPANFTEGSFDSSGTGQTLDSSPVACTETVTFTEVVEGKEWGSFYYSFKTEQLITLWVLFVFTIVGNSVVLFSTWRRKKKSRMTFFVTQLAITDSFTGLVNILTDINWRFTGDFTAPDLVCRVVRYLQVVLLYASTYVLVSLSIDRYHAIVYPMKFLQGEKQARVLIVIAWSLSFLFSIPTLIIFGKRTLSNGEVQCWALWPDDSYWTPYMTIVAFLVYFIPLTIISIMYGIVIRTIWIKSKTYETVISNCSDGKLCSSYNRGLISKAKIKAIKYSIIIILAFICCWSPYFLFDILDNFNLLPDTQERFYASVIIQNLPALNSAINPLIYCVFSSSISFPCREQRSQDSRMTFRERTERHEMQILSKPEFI
Epigenetic reg = derepresses silenced GFP reporter in murine cells | murine LDR cells, GFP reporter derepression, 30 h | Potency, µM (top dose mostly 53.9 µM), inactives show at the top dose GFP activation, actives largely listed as activators | hit rate 0.2% among 280,000 | AID 1865; note: % of control where 0% means no effect; nearly all actives have a fitted effect of over 60% in size
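Reporter derepression read as number of fluorescent GFP-positive objects, 20-120 um in size, counted by laser-scanning cytometer. Mouse LDR line with an epigenetically silenced CMV-GFP locus; compound incubation 30 h, 37 C.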
Tau fluor counter = counter-screen for tau fibril formation inhibitors; hit rate 0.93% among 280,000; AID 1463; Potency, µM (highest dose often 57.7 µM), without a hit: at the highest dose activity change, negative = decrease; tau K18 P301L (four-repeat tau fragment) Alexa594 fluorescence, heparin fibrillization; note: % is set by controls: 0 for no effect and ±100 for the full control effect; nearly all actives have a fitted effect of over 55% in size
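Human K18 P301L tau (15 uM unlabeled plus 0.24 uM Alexa 594-labeled, final) in 100 mM sodium acetate pH 7 was mixed with compound and 20 uM heparin and incubated 6 hr at 37 C.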
GAA glycogen = alters human alpha-glucosidase cleavage of glycogen | P10253 | hit rate 0.38% among 300,000 | recombinant GAA, glycogen substrate, Amplex Red glucose oxidase fluorescence | Potency, µM (highest dose often 76.4 µM), for the others: top-dose activity change, negative = inhibition, actives largely listed as inhibitors;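 note: 0% = full enzyme reaction and -100% = no-enzyme basal signal; the screen sought inhibitors and activators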
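qHTS, 1536-well; enzyme 4 nM final; cpd up to 77 uM; substrate bovine liver glycogen 30 ug; 50 mM citrate/phosphate pH 5.0, 0.01% Tween-20; 37 C, 40 min; Amplex Red detection 45 min RT; Hill fit → AC50.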
ALDH1A1 inh = ALDH1A1 (human) enzyme inhibition | hit rate 7.3% among 220,000 | AID 1030 | Potency, µM (titrated, usually from 75.3 µM), for inactives: at the highest dose activity, negative = inhibition, actives largely listed as inhibitors | Purified ALDH1A1, NADH fluorescence, propionaldehyde substrate; active = well fitted inhibition curve with a large enough effect, not every such curve was filed as active; inconclusive = small, poorly fitted or top-dose-only effect, or another doubt; inactive = no such curve, though single readings can be large or run the other way;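 note: plate controls were no enzyme wells and a reference inhibitor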
Target sequence (P00352 whole entry, looked up): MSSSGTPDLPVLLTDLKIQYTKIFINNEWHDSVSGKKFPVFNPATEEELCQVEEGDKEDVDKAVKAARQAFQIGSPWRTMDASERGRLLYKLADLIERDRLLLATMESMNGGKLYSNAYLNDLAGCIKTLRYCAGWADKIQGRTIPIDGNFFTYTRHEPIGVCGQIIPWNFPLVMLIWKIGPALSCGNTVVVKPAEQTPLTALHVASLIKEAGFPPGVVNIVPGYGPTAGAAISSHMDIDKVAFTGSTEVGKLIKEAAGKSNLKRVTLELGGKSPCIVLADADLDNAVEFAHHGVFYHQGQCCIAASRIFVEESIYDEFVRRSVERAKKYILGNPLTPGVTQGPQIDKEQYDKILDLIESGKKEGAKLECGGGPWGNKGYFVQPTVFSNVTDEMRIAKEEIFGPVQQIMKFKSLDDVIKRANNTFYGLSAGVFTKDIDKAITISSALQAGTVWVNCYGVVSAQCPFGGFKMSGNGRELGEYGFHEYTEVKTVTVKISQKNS
* marks the source's active call; other numbers are inactive results; ? = inconclusive; / = not tested or not shown; [ ] = another dose, or the depositor's remark. Unless noted, calls come from the whole dose curve; as a rule, active = well fitted curve in the direction sought with a large enough effect; inconclusive = small, poorly fitted or top-dose-only effect, or another doubt; inactive = no such curve, though single readings can be large; an effect the other way counts as inactive or inconclusive. Potency is the fitted concentration of half-maximal effect. Only part of the results is shown, so the mix of outcomes need not match the whole.

SMILES | aGal spleen mod | GAA spleen mod | GAA inhib | NPSR antag | Epigenetic reg | Tau fluor counter | GAA glycogen | ALDH1A1 inh
CC(=O)c1ccc(NC(=O)c2ccc(S(=O)(=O)N3CCCC3)cc2)cc1 | -10.6% | -5.4% | -3.6% | -11.9%[46.1 µM] | -1.0% | -13.5% | 3.2% | ?
CC(=O)c1ccc(N2CCN(C(=O)Nc3ccc(F)cc3F)CC2)cc1 | -0.2% | -3.5% | -10.1% | 12.3% | -2.2% | -10.3% | 7.9% | 1.0%
COC(=O)c1c(C)nc(C)c(C(=O)OC)c1-c1ccc(OC)cc1 | -14.1% | 0.3% | -1.6% | -1.1% | -1.1% | -13.1% | 4.6% | 11.1%
COC(=O)c1ccccc1NC(=O)C(=O)NCC1CCCO1 (stereo unspecified) | 1.8% | 2.9% | 0.8% | 4.9%[46.1 µM] | 0.0% | 4.4% | 14.4% | ?
O=C(NCCCN1CCCC1=O)c1cccc(C(F)(F)F)c1 | -10.1% | -7.1% | -7.0% | -11.0%[46.1 µM] | -1.1% | -0.6% | 3.2% | 5.5%
Cc1ccc(-c2[nH]n3c(=O)c4c(nc3c2C)CCCC4)cc1 | -1.2% | -6.7% | 3.5% | -6.6%[46.1 µM] | -1.1% | -15.6% | 4.4% | ?
COc1cc(NC(=O)CSc2nc3ccccc3c(=O)n2C)ccc1NC(=O)c1ccco1 | 5.5% | 7.0% | 3.6% | -19.7%[46.1 µM] | 3.7% | -17.8% | -13.2% | ?
NCC[C@H](O)C(=O)N[C@H]1C[C@@H](N)[C@@H](O[C@H]2O[C@@H](CN)[C@@H](O)[C@@H](O)[C@@H]2O)[C@@H](O)[C@@H]1O[C@H]1O[C@@H](CO)[C@@H](O)[C@@H](N)[C@@H]1O | 2.4%[29.1 µM] | 4.6%[29.1 µM] | / | / | 1.4%[16.9 µM] | / | / | 8.4%[20.9 µM]
Cc1cc(=O)c2ccccc2n1Cc1ccccc1 | 2.4% | 8.8% | 0.8% | 11.7% | 2.1% | -6.0% | 13.4% | -5.4%
CCc1nc(SCC(=O)NCc2ccco2)c2c(=O)n(C)c(=O)n(C)c2n1 | 6.7% | 4.0% | -5.8% | -4.0%[46.1 µM] | 0.0% | -0.5% | 2.5% | -5.5%
Cc1ccc([N+](=O)[O-])c2c1C(N1CCCCC1)C(C)(C)O2 (stereo unspecified) | -6.4% | / | 1.1% | -47.7% | -1.4% | -2.8% | -8.8% | 3.4%
NC(=O)CCSC(=S)N1CCOCC1 | 0.7% | / | -6.6% | 5.8% | 0.6% | -4.1% | 11.2% | 1.5%
O=C1C2C3C=CC(c4ccccc4)(C2C(=O)N1c1cccc(Cl)c1)C1C(=O)N(c2cccc(Cl)c2)C(=O)C31 (stereo unspecified) | 1.7% | -4.9% | ? | -47.5% | 2.0% | -22.5% | 3.3% | ?
COc1cnc(SCc2ccc(Cl)cc2Cl)nc1Cl | -4.2% | 2.0% | 0.4% | -29.6%[46.1 µM] | -1.6% | -29.3% | -1.7% | 7.08µM*
Cc1ccc(/C=N/NC(=O)CN2C(=O)CSc3ccccc32)o1 | 14.4% | 5.2% | / | 5.5% | 0.0% | -11.1% | 0.3% | /
CCn1nc(C)c(Br)c1-c1nc(CS(=O)(=O)c2ccsc2)no1 | -1.0% | -2.3% | -2.1%[15.4 µM] | 33.5% | 0.0% | -11.1% | 0.0% | ?
N/C(=N\OS(=O)(=O)c1ccc(Cl)cc1)c1ccncc1 | 3.5% | 1.0% | ? | 10.0%[46.1 µM] | 1.5% | -9.4% | -5.8% | -2.2%
CSc1nsc(/C=C/Nc2ccc(C)cc2)c1C#N | 9.1% | -10.6% | -12.2% | -15.2%[46.1 µM] | -0.7% | 11.0% | ? | 7.51µM*
Cc1ccc2nc(SCCCCOc3ccccc3)[nH]c2c1 | -1.8% | -1.4% | -0.6% | -6.3%[46.1 µM] | -1.1% | ? | -7.2% | -9.0%
Cc1nccn1CC(O)Cn1c2ccccc2c2ccccc21 (stereo unspecified) | -1.4% | -6.6% | 3.3% | -0.2% | -1.0% | -14.5% | -5.6% | ?
Cn1c2ccc(F)cc2c2nnc(NN)nc21 | -4.7% | 2.4% | / | 1.5% | 1.7% | -11.1% | 17.8% | /
COc1ccc(C(=O)COC(=O)CCN2C(=O)C3C4CCC(C4)C3C2=O)cc1 (stereo unspecified) | -0.3% | 0.0% | -6.3% | 24.6% | 3.8% | -3.6% | 3.8% | ?
CCc1nnc(NC(=O)/C=C/c2cccs2)s1 | -2.7% | -5.4% | 1.3% | 5.7% | -1.2% | 3.2% | 11.7% | -0.8%
COc1ccc(-c2cc(C(F)(F)F)nc(SCCC(=O)N3CCOCC3)n2)cc1 | -7.6% | -11.7% | -2.7% | -16.0%[46.1 µM] | -1.1% | -6.9% | -8.8% | ?
CC(C)OC(=O)/C(C#N)=C/c1c[nH]c2ccccc12 | 4.5% | 7.1% | -7.1% | -11.5%[46.1 µM] | 2.6% | -22.3% | -6.3% | ?
Cc1cc(C)n2nc(S(=O)(=O)NCCc3ccccc3)nc2n1 | 6.1% | 4.1% | -2.5% | 5.4%[46.1 µM] | 0.4% | -2.7% | 1.5% | ?
CCCc1cc(=O)oc2c(CN3CCOCC3)c(O)ccc12 | ? | ? | ? | -7.0%[46.1 µM] | -2.3% | 0.3% | -1.2% | ?
O=C(CCC1CCCCC1)NNC(=O)c1cnccn1 | -12.4% | -15.3% | 1.9% | 19.2% | 0.0% | -0.5% | 6.0% | -3.4%
O=C(C1CCC(CNc2c(N3CCCCC3)c(=O)c2=O)CC1)N1CCCCC1 (stereo unspecified) | -2.2% | -3.6% | -0.5% | -5.5%[46.1 µM] | 0.0% | -6.8% | 7.3% | -0.9%
C=CCN(c1ccccc1)S(=O)(=O)c1cccc2cccnc12 | 7.7% | 7.9% | / | 0.2% | -5.8% | -16.8% | 2.0% | /

Copied from the list:
Result for COc1ccc(-c2cc(C(F)(F)F)nc(SCCC(=O)N3CCOCC3)n2)cc1 in GAA spleen mod: -11.7%
Result for CCCc1cc(=O)oc2c(CN3CCOCC3)c(O)ccc12 in Tau fluor counter: 0.3%
Result for O=C(CCC1CCCCC1)NNC(=O)c1cnccn1 in GAA glycogen: 6.0%

In another format: results already given.
| smiles | aGal spleen mod | GAA spleen mod | GAA inhib | NPSR antag | Epigenetic reg | Tau fluor counter | GAA glycogen | ALDH1A1 inh |
| --- | --- | --- | --- | --- | --- | --- | --- | --- |
| Cc1ccc([N+](=O)[O-])c2c1C(N1CCCCC1)C(C)(C)O2 (stereo unspecified) | -6.4% | / | 1.1% | -47.7% | -1.4% | -2.8% | -8.8% | 3.4% |
| NC(=O)CCSC(=S)N1CCOCC1 | 0.7% | / | -6.6% | 5.8% | 0.6% | -4.1% | 11.2% | 1.5% |

(continued)
SMILES | aGal spleen mod | GAA spleen mod | GAA inhib | NPSR antag | Epigenetic reg | Tau fluor counter | GAA glycogen | ALDH1A1 inh
CCOc1ccc(NC(=O)NCc2ccco2)cc1 | 2.3% | -0.7% | 1.3% | -6.1% | 4.3% | -8.2% | -3.7% | 6.2%
CC(C)(C)c1ccc(-c2noc(CCC(=O)NCC3CCCO3)n2)cc1 (stereo unspecified) | 1.5% | -17.4% | -8.1% | -14.5%[46.1 µM] | 0.7% | -9.2% | -2.3% | -7.4%
CC(O)(CS(=O)(=O)Cc1cccc(C(F)(F)F)c1)C(=O)Nc1cccc(C(F)(F)F)c1 (stereo unspecified) | 4.8% | ? | -1.4% | -13.4%[46.1 µM] | -2.0% | -14.0% | 1.9% | 5.6%
Cc1cc2occ(CC(=O)NC3CCCc4ccccc43)c2cc1C (stereo unspecified) | -0.8% | -7.8% | 8.4% | -21.0% | 0.0% | -5.3% | 2.2% | 2.24µM*
CCOc1cc(/C=N/N=C(/N)c2nonc2N)cc(Br)c1OCc1ccc(Cl)cc1 | -14.5% | -11.4% | -4.7% | -13.9%[46.1 µM] | 2.1% | -24.0% | -2.5% | 5.7%
COc1ccc(NC(=O)Nc2nnc(-c3cccs3)s2)cc1 | 9.4% | 0.6% | / | 3.8% | -1.4% | ? | 0.2% | /
CC12CN3CCN(CC(C3)C1(O)CN1CCCCC1)C2 (stereo unspecified) | 18.2% | -6.3% | 11.6% | 6.9%[46.1 µM] | 0.0% | -4.9% | 28.5% | 0.0%
N#C/C(=C\c1ccco1)C(=O)Nn1cnnc1 | -6.1% | -2.4% | 5.0% | 6.1% | -3.5% | 2.9% | 8.4% | -0.6%
O=S(CC(O)COCc1ccc(Cl)cc1)c1ccccn1 (stereo unspecified) | -6.8% | -21.8% | -3.4% | 2.3%[46.1 µM] | -1.0% | -1.7% | 4.1% | 8.9%
Cc1nnc(NC(=O)CSc2nc(C(C)C)nc3ccccc23)s1 | 3.3% | 4.1% | 1.3% | 20.3%[46.1 µM] | 6.7% | -11.6% | 2.7% | 1.8%
COC(=O)[C@@]1(Cc2ccccc2)[C@H]2c3cc(C(=O)N4CCCC4)n(Cc4ccc(OC)c(OC)c4)c3C[C@H]2CN1C(=O)c1ccccc1 | 9.2% | 6.4% | / | / | 1.6% | -11.2% | / | -3.9%
CCOc1cccc(NC(=O)Cn2nc(-c3ccc4c(c3)OCCO4)ccc2=O)c1 | 0.9% | -2.7% | -2.9% | 15.9%[46.1 µM] | 1.2% | -14.6% | 3.0% | -11.7%
C[C@@H]1C[C@@H]2OC(=O)[C@]3(C)[C@H]2[C@@H](OC3(C)O)[C@]2(C)C(=O)CC[C@H]12 (stereo partly specified) | 1.4% | -0.9% | / | 1.6% | 0.0% | 8.2% | -0.3% | /
CC(C)c1ccc(C(C(=O)NC(C)(C)C)N(C(=O)CNC(=O)c2ccco2)c2cccnc2)cc1 (stereo unspecified) | -1.7% | -2.4% | -6.2% | -11.1%[46.1 µM] | 0.0% | -1.9% | -16.5% | -0.5%
Cc1cc(C)n(-c2nc3ccccc3c(=O)n2OC2CCCCC2)n1 | -2.5% | 0.1% | -5.0% | -9.4%[46.1 µM] | -5.3% | -0.4% | 10.9% | ?
Cc1cc(C)n(-c2cc(C)c(C)cc2Br)n1 | 2.3% | -3.0% | 1.5% | 11.2%[46.1 µM] | -2.0% | 1.7% | 3.0% | 14.4%
CCn1c(SC)nnc1-c1c[nH]c2ccccc12 | -4.0% | 2.8% | -3.4% | -1.8%[46.1 µM] | -0.5% | -4.5% | -23.2% | -2.8%
O=C(CN1CCC(n2nnc3cc(C(F)(F)F)ccc32)CC1)Nc1ccc2c(c1)CCC2 | -1.7% | -5.3% | ? | ? | 0.7% | -12.1% | -13.2% | 0.0%
